CaV13 FRET inh = Disruptors of the CACNA1D IQ motif to Ca2+-dependent inactivation inhibitor domain association, primary screening, Förster resonance energy transfer in intact living …; HEK cells, CFP/YFP FRET ICDI-IQ, plate reader, 10 min; percent FRET-ratio fall versus neutral wells; inhibition, % at 12.3 µM; actives 0.098% (n = 340,000);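 active = mean replicate inhibition of at least 30% and at least 1% of replicates passing that level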;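 note: 0% = median of the neutral control wells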
ABHD5-PLIN5 inh = ABHD5-PLIN5 interaction inhibitors, primary screen, cell lysate, split luciferase complementation, luminescence; AID 602281, 2012; Split G. princeps luciferase complementation, 4 h; Perilipin-5 (Homo sapiens) + 1-acylglycerol-3-phosphate O-acyltransferase ABHD5 (Homo …; actives 0.78% (n = 360,000); inhibition, % at 4 µM;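 active = inhibition above the mean inhibition across every tested compound plus 3 SD, cut at about 22% in these data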;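 note: 0% = DMSO only wells and the 100% control is not disclosed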
Exocytosis inh = LAMP-1 surface exposure blockers, TALL-104 cells – cell-based, flow cytometry, MLPCN library, primary screen | inhibition, % at 10 µM | TALL-104 LAMP-1 surface exposure; cells stimulated with thapsigargin and PMA | AID 651702, 2012 | actives 0.66% (n = 360,000);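 active = inhibition above about 55%, limit read from the data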
MC4R antag cAMP = MC4R antagonists of cAMP signaling, primary screen, cell-based, TR-FRET, antagonist arm of biased-ligand search | Melanocortin receptor 4 (Homo sapiens), P32245 | MC4R-expressing cells, MTII-stimulated cAMP, LANCE TR-FRET | inhibition, % at 6.5 µM | actives 0.48% (n = 360,000) | AID 540295, 2011;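 active = inhibition above its plate's cutoff, the mean of tested wells on that plate plus 3 SD, cut at about 29% in these data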;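 note: 0% = Melanotan II alone and 100% = Melanotan II plus saturating MCL0020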
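Assay system: human MC4R-expressing U2OS cells; reagent: Melanotan II stimulation of cells; dosing: 6.5 µM single dose; timing: compound 30 min, challenge 1 h, detection 1 h; signal: TR-FRET cAMP assay; replicates: one well per compound, no replicates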
ABCB6 inh 2 = ABCB6 transporter inhibitors, primary screen, K562-ABCB6 cells, flow cytometry, MLPCN library; K562-ABCB6 porphyrin accumulation, 1 h; stronger effect = lower value; fluorescence ratio to DMSO, % at 10 µM; ATP-binding cassette sub-family B member 6 (Homo sapiens), Q9NP58; actives 0.19% (n = 360,000);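 active = fluorescence ratio to DMSO below 75%, the collection mean minus 3 SD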;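 note: signal is porphyrin accumulated inside mitochondria; 100% equals median channel fluorescence of DMSO control wells; lower ratio means ABCB6 inhibition with less porphyrin fluorescence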
MC4R ag barr = MC4R agonists recruiting beta-arrestin, primary screen, cell-based, luminescence, agonist arm of biased-ligand search | Melanocortin receptor 4 (Homo sapiens), P32245 | U2OS MC4R beta-arrestin complementation; percent of melanotan II response, DMSO zero | activation, % at 8.9 µM | actives 0.98% (n = 360,000);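 active = activation above a per-plate cutoff, the mean activation of sample wells on that plate plus 3 SD, cut at about 8% in these data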
m5-HT2A agonist = mouse Htr2a agonists via beta-arrestin recruitment, primary screen, cell-based, luminescence | actives 0.66% (n = 360,000) | CHO-K1 mHTR2A beta-arrestin complementation; percent of 30 µM serotonin response | 5-hydroxytryptamine receptor 2A (Mus musculus), P35363 | activation, % at 7.6 µM;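 active = activation above a run cutoff, the mean activation of all tested compounds plus 3 SD, cut at about 14% in these data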;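 note: 0% = plate median of compound wells and 100% = 30 µM serotonin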
Target sequence (P35363 whole entry, looked up): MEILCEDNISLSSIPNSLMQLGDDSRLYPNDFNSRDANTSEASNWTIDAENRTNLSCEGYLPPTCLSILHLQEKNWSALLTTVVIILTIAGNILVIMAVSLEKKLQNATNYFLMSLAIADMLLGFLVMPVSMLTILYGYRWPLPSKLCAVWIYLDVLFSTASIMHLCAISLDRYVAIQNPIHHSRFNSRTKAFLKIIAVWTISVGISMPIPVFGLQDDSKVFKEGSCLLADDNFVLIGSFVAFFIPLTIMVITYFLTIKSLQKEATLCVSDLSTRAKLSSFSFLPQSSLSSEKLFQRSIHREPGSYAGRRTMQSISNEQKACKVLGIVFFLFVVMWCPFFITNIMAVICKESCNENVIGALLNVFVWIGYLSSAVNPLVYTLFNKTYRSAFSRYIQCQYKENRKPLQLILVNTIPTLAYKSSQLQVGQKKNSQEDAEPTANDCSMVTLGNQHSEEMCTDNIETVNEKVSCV
PDI turbidity = inhibitors of human PDI, primary screen, biochemical, turbidity, single point, plate reader; AID 588391, 2011; inhibition, % at 10 µM; PDI insulin aggregation turbidity, A650, 90 min; Protein disulfide-isomerase (Homo sapiens), P07237; actives 0.052% (n = 350,000);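 active = mean inhibition across replicates of 30% or more, whatever share of single replicates reach that level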;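 note: absorbance from insulin aggregation driven by PDI reduction with DTT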
Target sequence (P07237 whole entry, looked up): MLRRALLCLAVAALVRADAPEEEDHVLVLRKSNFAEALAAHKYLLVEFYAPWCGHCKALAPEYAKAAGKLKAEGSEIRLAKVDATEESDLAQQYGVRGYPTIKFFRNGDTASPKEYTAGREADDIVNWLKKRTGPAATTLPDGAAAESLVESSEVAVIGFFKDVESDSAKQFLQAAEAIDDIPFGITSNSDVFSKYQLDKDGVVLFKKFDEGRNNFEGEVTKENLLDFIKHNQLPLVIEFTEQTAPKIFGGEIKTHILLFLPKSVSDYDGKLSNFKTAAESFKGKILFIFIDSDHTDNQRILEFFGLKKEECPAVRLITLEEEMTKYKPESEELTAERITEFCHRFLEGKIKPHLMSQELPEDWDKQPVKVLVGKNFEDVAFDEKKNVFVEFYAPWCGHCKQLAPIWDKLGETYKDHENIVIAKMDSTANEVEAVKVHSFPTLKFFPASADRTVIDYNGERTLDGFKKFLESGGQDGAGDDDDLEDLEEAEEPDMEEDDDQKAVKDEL
Glyco luc inh = increase of ERlucT glycosylation luciferase signal, primary screen, N-linked glycosylation inhibitor project, D54 ERlucT cells, luminescence, set 2; D54 ERlucT glycosylation luciferase reporter, 24 h; percent of 100 nM tunicamycin response; actives 0.23% (n = 360,000); AID 588692, 2011; reporter increase, % at 12.5 µM;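 active = mean luciferase reporter signal, scaled so untreated is 0 and the glycosylation-blocking control 100, at or above a set limit in every replicate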;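 note: luciferase carries N-glycosylation sites so blocking glycosylation raises the light; 0% = median of neutral control wells and 100% = median of 100 nM tunicamycin wells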
H9c2 protect = cardioprotection against H2O2-induced cell death, primary screen, uHTS, H9c2 cells, ATPLite luminescence; AID 588492, 2011; actives 0.63% (n = 360,000); protection from H2O2 cell death, % at 20 µM; H9c2 cardiomyocytes, H2O2 injury protection, 2 h;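 active = compounds giving at least 50% protection of heart cells from peroxide-induced death in the single-dose screen, raw or plate-pattern-corrected value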;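 note: 0% = DMSO wells with peroxide and 100% = DMSO wells without peroxide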
An asterisk follows results filed as active; x = not tested or not shown.

SMILES | CaV13 FRET inh | ABHD5-PLIN5 inh | Exocytosis inh | MC4R antag cAMP | ABCB6 inh 2 | MC4R ag barr | m5-HT2A agonist | PDI turbidity | Glyco luc inh | H9c2 protect
COC(=O)c1cc(=O)n(Cc2cccs2)c(=Nc2ccccc2)s1 | -5 | 18 | 1 | 7 | 102 | 0.6 | 0 | 10 | 2 | -1
COc1ccc(S(=O)(=O)N2CCN(C(=O)C3CCC3)CC2)cc1 | -6 | -7 | -13 | 19 | 102 | -2.6 | 6 | 0 | 0 | 2
CCOc1ccccc1OCCCC(=O)N(C)CC(=O)Nc1cc(C)ccc1C | 1 | 5 | 3 | 20 | 87 | 0.8 | -2 | -5 | 0 | 2
COc1ccc(C(=O)CSc2nnc(CCc3ccccc3)n2-c2ccccc2)cc1 | -5 | 4 | 37 | 14 | 101 | 2.0 | -1 | 2 | -7 | -10
Fc1ccc(-c2cn3cc(C(F)(F)F)cc(Cl)c3n2)cc1 | -4 | 7 | -2 | 2 | 88 | 2.6 | 4 | -2 | -11 | -6
CCn1cc(C(=O)O)c(=O)c2cc(S(=O)(=O)N3CCCCCC3)ccc21 | -2 | 0 | 2 | -3 | 91 | 0.4 | 0 | -7 | 1 | 0
CCN(CC(=O)Nc1ccccc1OC)C(=O)CSCc1c(C)noc1C | -6 | -3 | 2 | 3 | 99 | -3.3 | -3 | -9 | 1 | -5
Cc1ccc(-c2csc(NC3OC(=O)c4ccccc43)n2)cc1 (centres undefined) | -4 | 15 | -2 | 3 | 104 | -3.8 | -2 | 7 | -13 | -4
CC(=O)c1ccc(NC(=O)/C(=C\c2ccco2)NC(=O)c2ccco2)cc1 | -4 | 9 | 34 | -4 | 93 | -2.7 | 9 | 3 | 4 | 4
CC1CC(=S)Nc2ccccc2S1 (centres undefined) | -4 | 3 | -2 | 1 | 90 | 1.3 | 5 | -9 | 2 | 6
CC(NC(=S)Nc1ccc(OC(F)F)cc1)c1ccc(F)cc1 (centres undefined) | -5 | -3 | -1 | 11 | 95 | -3.5 | -3 | 2 | -2 | -28
Cc1ccc2c(c1)NC(=O)[C@@]1(C)[C@@H](c3ccccc3)[C@H]3COc4ccc(Cl)cc4[C@@H]3N1C2=O | -5 | -5 | 8 | 6 | 99 | -0.4 | 2 | 3 | 20 | -8
COCCCNC(=O)c1cc(Cc2ccccc2)sc1N | -7 | -11 | 1 | x | x | x | 0 | x | x | x
COc1ccc(Cc2nnc(SC(C)C(=O)Nc3ccc(F)cc3Cl)o2)cc1 (centres undefined) | -16 | 0 | 3 | 7 | 101 | -3.2 | -8 | -1 | -2 | -2
O=C(c1ccccc1)N1N=C(c2ccc(F)cc2)CC1(O)C(F)(F)F (centres undefined) | -2 | 0 | 10 | 1 | 84 | -1.4 | -10 | -3 | -1 | -2

Record cards (already shown). Values in the order: CaV13 FRET inh | ABHD5-PLIN5 inh | Exocytosis inh | MC4R antag cAMP | ABCB6 inh 2 | MC4R ag barr | m5-HT2A agonist | PDI turbidity | Glyco luc inh | H9c2 protect
`COc1ccc(S(=O)(=O)N2CCN(C(=O)C3CCC3)CC2)cc1` as listed: -6 | -7 | -13 | 19 | 102 | -2.6 | 6 | 0 | 0 | 2
`Fc1ccc(-c2cn3cc(C(F)(F)F)cc(Cl)c3n2)cc1` as listed: -4 | 7 | -2 | 2 | 88 | 2.6 | 4 | -2 | -11 | -6
`COc1ccc(C(=O)CSc2nnc(CCc3ccccc3)n2-c2ccccc2)cc1` as listed: -5 | 4 | 37 | 14 | 101 | 2.0 | -1 | 2 | -7 | -10

Continued.
SMILES | CaV13 FRET inh | ABHD5-PLIN5 inh | Exocytosis inh | MC4R antag cAMP | ABCB6 inh 2 | MC4R ag barr | m5-HT2A agonist | PDI turbidity | Glyco luc inh | H9c2 protect
C=CCN(c1cccc(C(F)(F)F)c1)S(=O)(=O)c1cccc(C(=O)OCC(=O)NC)c1 | -15 | 0 | -2 | 6 | 102 | 1.7 | 13 | 6 | 2 | 0
O=C(N[C@H]1CCC(=O)N(CCSc2ccc(Br)cc2)CC1)OCc1ccccc1 | -12 | 1 | -11 | 2 | 97 | 1.8 | -4 | -3 | 0 | -13
O=C(Nc1ccc(Cl)c(S(=O)(=O)N2CCOCC2)c1)c1ccccn1 | 0 | 5 | 4 | -7 | 82 | -3.3 | 3 | -3 | -1 | 2
O=C(COc1ccccc1)N[C@@H]1c2ccccc2CC[C@@H]1O | -4 | -5 | 10 | -4 | 103 | -0.5 | -6 | -1 | 1 | 8
COc1ccc(NC(=O)c2ccco2)cc1NC(=O)c1cccnc1 | -11 | -3 | 1 | 1 | 93 | -1.2 | 7 | -5 | 0 | 4
Cn1c(=O)n(C)c2cc(NC(=O)c3cc4ccccc4o3)ccc21 | -12 | -4 | 2 | 2 | 96 | -1.2 | -4 | 6 | 20 | 41
COc1ccc(C(=O)C(=O)N2CCN(c3ccc(C)cc3)CC2)cc1OC | -5 | -5 | 8 | x | x | x | -1 | x | x | x
COc1cc2[nH]c(=S)nc(NCc3cccnc3)c2cc1OC | -5 | 0 | -9 | -2 | 103 | -1.1 | 0 | -2 | 2 | 3
CC(/C=C/c1ccco1)=N\NC(=O)CNc1cccc(C)c1 | -2 | 1 | -2 | -1 | 98 | -1.1 | 2 | 8 | 2 | 4
O=C(O)CSCC(=O)Nc1ccccc1SCCS(=O)(=O)c1ccc(Cl)cc1 | -2 | 7 | 2 | -2 | 333 | -0.7 | -1 | -2 | 3 | 0
O=C(CCS(=O)(=O)c1cccc2nsnc12)NC1CCCCC1 | -5 | -5 | 3 | 15 | 98 | -0.1 | -4 | 4 | 3 | -2
CCCCN1C(=N)N([C@@H](CCC)CN2CCC[C@H]2CN2C(N)=NC[C@@H]2Cc2ccccc2)C[C@H]1Cc1ccccc1 | -5 | -3 | 2 | -1 | 94 | -0.1 | -14 | 2 | 1 | 3
CCc1nnc(NC(=O)CSc2nnc(Cc3ccccc3)o2)s1 | -3 | -2 | -6 | 9 | 103 | -0.7 | -3 | -4 | 0 | 2
COc1cccc(N(C(=O)c2sc(C)nc2C)C(C(=O)NCC2CCCO2)c2ccccc2)c1 (centres undefined) | -7 | 5 | -1 | 9 | 98 | 1.9 | 2 | -11 | 1 | 4
Cc1cc2c(c(Sc3ccccc3)n1)C(=O)OC2 | x | 1 | -1 | -5 | 97 | -3.4 | -2 | -5 | 1 | 0
FC(F)(F)c1cc(-c2ccccn2)nc2cc(-c3ccccc3)nn12 | -15 | 8 | -4 | 7 | 98 | 1.6 | 7 | 3 | -2 | -7
CCc1ccc(N2CC(C(=O)N3CCN(S(=O)(=O)c4cccc(F)c4)CC3)CC2=O)cc1 (centres undefined) | -10 | -2 | -5 | -8 | 91 | 1.1 | 1 | 12 | -1 | -12
CC(C)CC(=O)Nc1ccc(Cc2ccncc2)cc1 | -11 | 3 | 0 | 1 | 91 | -0.9 | 2 | 19 | -3 | -5
Cc1ccc(S(=O)(=O)N2CCCC2C(=O)NCc2ccccc2F)cc1 (centres undefined) | -1 | -13 | -6 | 12 | 91 | 0.5 | 2 | 0 | -1 | 2
COc1ccc(OCc2nnc(SCC(=O)N3CCOCC3)o2)cc1 | -3 | 1 | -1 | 8 | 104 | -1.5 | 2 | -5 | 1 | 10
C[C@@H]1CC[C@@]2(O[C@H](CCO)C[C@@H](O)[C@@H]2O)O1 | -5 | 3 | -7 | 6 | 93 | -1.8 | 3 | -4 | 2 | 5
CCOC(=O)C1CCN(C(=O)c2ccc3c(=O)n4nc(Nc5ccccc5OC)sc4nc3c2)CC1 | -9 | -5 | 0 | 1 | 96 | -1.0 | 6 | -79 | -2 | 71*
CCOC(=O)Cn1c(=O)c2c(nc3n2CCN3Cc2ccccc2)n(C)c1=O | -5 | 0 | 1 | 5 | 94 | -0.4 | 5 | -10 | 0 | 0
Cn1c(=O)c(C(=O)CSc2ccccc2)c(N)n(Cc2ccccc2)c1=O | -6 | 14 | 7 | -2 | 92 | 30* | 3 | -6 | -2 | -25
Cc1cccc(N2CCN(c3ccc4cc(S(=O)(=O)N5CCCCC5)ccc4n3)CC2C)c1 (centres undefined) | -8 | 6 | 1 | 8 | 107 | -2.5 | 6 | -12 | -5 | -3
Cc1c(NC(=O)CSc2nc3ccccc3[nH]2)c(=O)n(-c2ccccc2)n1C | -8 | 1 | 5 | 1 | 93 | -1.6 | 2 | -5 | 3 | 0
CCCCc1c(C)nc(N2CCCC2)[nH]c1=O | 2 | -2 | -1 | -1 | 96 | -0.5 | -3 | -1 | 1 | 2
O=C1C(Cc2ccccc2)NC(=S)N1c1ccccc1 (centres undefined) | -7 | 0 | 0 | -1 | 99 | -1.1 | 3 | -2 | 2 | -4
C[C@H]1CN([C@@H](C)CO)C(=O)Cc2cc(NC(=O)C3CC3)ccc2O[C@H]1CN(C)Cc1ccc(C(=O)O)cc1 | -4 | 0 | 1 | 12 | 101 | -0.1 | 8 | 2 | 2 | 11
CCOC(=O)Nc1nc2ccccc2s1 | -4 | 9 | -2 | -5 | 85 | 0.9 | -1 | 1 | -3 | -3
O=S(=O)(Nc1cccc(F)c1)c1ccc(S(=O)(=O)N2CCOCC2)cc1 | -6 | -3 | 5 | 8 | 93 | 2.1 | 4 | -10 | 0 | -8
CCOc1nc(Nc2ccc(F)cc2)nc(N2CCN(c3ccc(OC)cc3)CC2)n1 | -6 | 1 | 4 | 6 | 111 | -0.8 | -10 | -2 | -2 | -23
O=c1c2ccccc2nc2n1CCc1ccc(Br)cc1-2 | -8 | -6 | -8 | x | 101 | x | 1 | x | 2 | 0
Cn1c(N)c(C(=O)COC(=O)CSc2ccccc2)c(=O)n(C)c1=O | -1 | 13 | 13 | -5 | 89 | 4.7 | 2 | -30 | 2 | 3
COc1ccc([N+](=O)[O-])cc1N(CC(=O)NC1CCCC1)S(C)(=O)=O | -4 | -2 | -2 | 12 | 100 | -0.9 | -4 | 1 | 2 | 5
O=C(/C=C/Nc1ccc(S(=O)(=O)Nc2cnc3ccccc3n2)cc1)c1ccccc1 | -5 | 5 | 6 | 8 | 95 | -2.2 | 5 | -2 | -2 | 8
CCOC(=O)C1(Cc2ccccc2C(F)(F)F)CCN(C(C)COC)CC1 (centres undefined) | -4 | 4 | -6 | 4 | 104 | 0.5 | -11 | 5 | -3 | 4
CCOc1ccc(C(=O)COC(=O)Cn2[nH]c(=O)c3ccccc3c2=O)cc1 | -6 | -2 | -8 | 7 | 99 | -2.3 | -2 | -7 | 1 | 78*
